# Bioassay records (PubChem BioAssay)
# TTR transcr act = increases transthyretin transcription; SH-SY5Y TTR promoter Gaussia luciferase, luminescence; 100% = recombinant luciferase protein wells; activation, % at 16.7 µM; 92,000 tested, 1.3% active; AID 1117267;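 active = activation above the mean of all tested compounds plus 3 SD, cut at about 9.5% in these data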;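 also: cells exposed to compounds for one day before reading; 0% = median of all test compound wells on the plate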
# An asterisk follows results filed as active. The list is partial. The share of hits here may be higher or lower than overall.
TTR transcr act | Compound
1.2 | COc1cc(/C=C(/NC(=O)c2ccccc2)C(=O)Nc2ccccc2)c([N+](=O)[O-])cc1OC
-2.5 | CCn1c(SCc2nc3ccccc3s2)nnc1-c1ccccc1
-1.8 | Cc1sc2ncn(CC(=O)N3CCN(c4ccccn4)CC3)c(=O)c2c1S(=O)(=O)N1CCC(C)CC1
3.1 | Cc1cc(SCC(=O)c2ccccc2)n2ncc(-c3ccccc3)c2n1
5.5 | COc1ccc(-n2c(=S)[nH]c3cc(C(=O)Nc4cc(C(N)=O)ccc4OC)ccc3c2=O)c(OC)c1
-3.7 | COc1ccc(-c2noc(CCCCC(=O)N3CCN(c4cc(C)ccc4C)CC3)n2)cc1
-0.2 | O=C(/C=C/c1ccco1)NC(=S)NNC(=O)c1ccco1
2.8 | CCCCn1nnnc1SCC(=O)c1ccccc1F
-1.6 | CCc1ccc(NC(=O)CSc2nc3ccccc3c(=O)n2CCCC(=O)NCCCN2CCOCC2)cc1
-1.0 | COc1cccc(-c2cc(C(=O)N/N=C/c3cccc(OC)c3OC)c3ccccc3n2)c1
0.7 | COc1ccc(-c2csc(NC(=O)c3ccccc3F)n2)cc1
-0.6 | COc1cccc(NC(=O)c2c([N+](=O)[O-])cnn2C)c1
-0.7 | Cc1cc([N+](=O)[O-])nn1CC(=O)N1CCc2ccccc2C1
0.3 | CC(C)(C)n1nnnc1C(c1cccs1)N1CCCC2(CCCCC2)C1 (stereo not drawn)
-2.7 | O=C(Nc1ccc2c(c1)OCO2)NC1(C(F)(F)F)Oc2ccccc2O1
-1.9 | Cc1ccc(-c2nc3ncccn3c2NC2CCCC2)o1
1.0 | CCCCn1nnnc1C1(C)CCC(=O)N1CCCN1CCOCC1 (stereo not drawn)
0.3 | Cc1cc(NC(=O)COC(=O)c2cc(S(=O)(=O)N(C)c3ccccc3)ccc2Cl)no1
3.0 | O=C(COC(=O)C12CC3CC(CC(Br)(C3)C1)C2)Nc1ccc2[nH]c(=O)[nH]c2c1
-1.2 | COC(=O)c1ccc(NS(=O)(=O)c2ccc(OC)cc2)cc1
-1.1 | CC1CN(CCCCOc2ccc(F)cc2)CC(C)O1 (stereo not drawn)
-2.3 | Nc1ccc(N=Nc2ccc(N)cc2)cc1
1.3 | CN(C)c1nc(-c2ccccc2)ncc1S(=O)(=O)c1ccccc1
2.1 | Nc1cc(C(=O)N2CCN(c3ccc([N+](=O)[O-])cc3)CC2)ccc1N1CC2CC(C1)c1cccc(=O)n1C2 (stereo not drawn)
-0.7 | N#C/C(=C\c1cccc(Oc2ccccc2)c1)C(=O)N1CCOCC1
-0.3 | O=C(NCc1ccncc1)[C@@H]1CCCN1C(=O)[C@H]1CCCN1C(=O)c1cccc2ccccc12
0.1 | Cc1noc(C)c1NC(=O)Nc1ccc2c(c1)C(=O)N([C@H](C)CO)C[C@H](C)[C@@H](CN(C)C(=O)Nc1ccc3c(c1)OCO3)O2
-1.1 | Cn1c(=O)c2cn(-c3ccc4c(c3)OCCO4)cc2n(C)c1=O
-1.6 | CCCCn1c2ccccc2c2cc(CC(N)=O)ccc21
0.8 | O=C(CCl)N(Cc1cc(=O)[nH]c2ccccc12)c1ccccc1
-2.1 | O=Cc1c(NCCCN2CCCC2=O)c2ccccc2[nH]c1=O
2.3 | CO/N=C/C1CCN(c2ncc(C(F)(F)F)cc2Cl)C1=O (stereo not drawn)
0.3 | CS(=O)(=O)NN1C(=O)c2ccccc2NC1c1c[nH]c2ccccc12 (stereo not drawn)
-1.3 | CC(C)(OC(=O)c1ccc(F)cc1)c1cc2ccccc2c(=O)o1
-0.2 | O=C1CN(C(=O)COC(=O)CNC(=O)c2ccccc2)c2ccccc2N1
-1.3 | CN(C)C(=O)Cn1c(=O)n(S(=O)(=O)c2ccccc2)c2ccccc21
-0.9 | c1ccc(-c2nnc(-c3ccncc3)nc2-c2ccccc2)cc1
17* | O=C(Nc1ccc(Cl)cc1)NN1CCCCCC1
1.8 | Cc1cccc(-n2c(C)cc(/C=C3\NC(=O)NC3=O)c2C)c1
-0.1 | O=C(Nc1cccc(F)c1)c1c(O)c2ccccc2[nH]c1=O
-0.2 | C=CCNC(=O)c1onc(CSc2ccc(F)cc2)c1C(=O)NCC=C
1.3 | CC(NCc1ccccc1)C1COc2ccccc2O1 (stereo not drawn)
-1.5 | Cn1c(=O)oc2cc(S(=O)(=O)N3CCCC(C(=O)NC4CCCc5ccccc54)C3)ccc21 (stereo not drawn)
0.6 | C/C(Nc1ccccc1C(F)(F)F)=C1/CCOC1=O
-0.9 | C=CC(=O)N(CCC)C(c1ccccc1)c1ccccc1OC (stereo not drawn)
-0.1 | Cc1nc(N(C)C)c2sc(=S)n(-c3ccccc3)c2n1
0.5 | C[C@H]1[C@@H](OC(=O)NC2CCC2)CC[C@@]23CCCN2C(=O)CCC[C@@H]13
4.2 | O=C1NC(=S)N/C1=C/c1ccc(Oc2ccc(C(F)(F)F)cc2[N+](=O)[O-])c(Cl)c1
2.6 | O=C(Nc1cc([N+](=O)[O-])ccc1F)C1CCN(S(=O)(=O)c2cccs2)CC1
0.1 | O=C(CCCC(=O)NN=Cc1ccc(Cl)cc1Cl)NN=Cc1ccc(Cl)cc1Cl
2.9 | O=C(C[n+]1cc(-c2ccc(F)cc2)n2c1CCC2)N1c2ccccc2Sc2ccccc21
-2.3 | Cc1ccccc1Nc1c([N+](=O)[O-])ccc2nonc12
-3.0 | O=C(CCc1ccc(Oc2cc([N+](=O)[O-])cc([N+](=O)[O-])c2)cc1)N1CCCCCC1
1.1 | NC(=O)NCCc1ccccc1
6.1 | CC(=O)Oc1c(C)c(OC(C)=O)c2c(c1C(C)=O)OC1CC(=O)C(C(C)=O)=C(O)C21C (stereo not drawn)
-0.7 | C=CC[C@@H](CC(=O)N[C@@H](CO)Cc1ccccc1)C(=O)N[C@@H](C)COC(=O)[C@@H](CC=C)Cc1ccc(F)cc1
-2.5 | O=C(NC(=S)Nc1cc(S(=O)(=O)N2CCOCC2)ccc1N1CCOCC1)c1ccco1
-0.8 | CC(C)CCN1CCN(Cc2coc3ccccc3c2=O)CC1CCO (stereo not drawn)
-1.1 | CCN(CC)C(=O)CN(C#N)c1nc(Cl)nc(N(C)C)n1
-2.4 | CCOc1ccccc1CN1CCN(Cc2ccc(C)o2)C(CCO)C1 (stereo not drawn)

# Sorted by the number under TTR transcr act (descending): three of the compounds above
TTR transcr act | Compound
1.8 | Cc1cccc(-n2c(C)cc(/C=C3\NC(=O)NC3=O)c2C)c1
1.0 | CCCCn1nnnc1C1(C)CCC(=O)N1CCCN1CCOCC1 (stereo not drawn)
-1.3 | CC(C)(OC(=O)c1ccc(F)cc1)c1cc2ccccc2c(=O)o1

# Among those listed so far, these contain a cyano group.
TTR transcr act | Compound
-0.7 | N#C/C(=C\c1cccc(Oc2ccccc2)c1)C(=O)N1CCOCC1
-1.1 | CCN(CC)C(=O)CN(C#N)c1nc(Cl)nc(N(C)C)n1

# Not a retest: 3 of the compounds above.
TTR transcr act | Compound
1.2 | COc1cc(/C=C(/NC(=O)c2ccccc2)C(=O)Nc2ccccc2)c([N+](=O)[O-])cc1OC
-2.5 | CCn1c(SCc2nc3ccccc3s2)nnc1-c1ccccc1
-1.8 | Cc1sc2ncn(CC(=O)N3CCN(c4ccccn4)CC3)c(=O)c2c1S(=O)(=O)N1CCC(C)CC1

# More entries
TTR transcr act | Compound
3.1 | COc1ccccc1-n1c(C)nc2cc(C(=O)NCCN3CCOCC3)ccc21
0.4 | COc1cc(CN2CCNC(=O)C2CC(=O)NC2CCCCC2)cc(OC)c1 (stereo not drawn)
-2.0 | COc1cccc(OC)c1C(=O)NC(=S)Nc1ccc2c(c1)C(=O)N(C)C2=O
5.1 | Cc1ccc(C)c(S(=O)(=O)N/N=C/c2cccnc2)c1
3.4 | CCOC(=O)C1=NNC(C(=O)OCC)C1C(=O)OCC (stereo not drawn)
1.1 | Cn1c(N)nc2nc[nH]c2c1=S
2.1 | COCCn1c(C)cc(C(=O)COC(=O)c2ccc(NC(=O)CC#N)cc2)c1C
-1.3 | Cc1ccc(N2CC(C(=O)N3CCC(C(=O)Nc4ccc(Br)cc4)CC3)CC2=O)cc1 (stereo not drawn)
0.5 | Cc1ccc(C)c(S(=O)(=O)Nc2ccccc2C(=O)Nc2ccc(S(=O)(=O)Nc3ncccn3)cc2)c1
0.6 | CSCCC1NC(=O)N(CC(=O)Nc2c(Cl)cc(Cl)cc2Cl)C1=O (stereo not drawn)
2.3 | COc1ccc(NC(=O)COC(=O)CCCc2c[nH]c3ccccc23)cc1
-1.6 | CCC(C)N1C(=O)CCC1C(=O)NCCc1ccc(Cl)cc1 (stereo not drawn)
2.0 | Cc1ccc(-c2ccc(NC(=O)C3C4C=CC(C4)C3C(=O)O)cc2)o1 (stereo not drawn)
0.1 | COc1ccc(OC(C)c2nnc(N)s2)cc1 (stereo not drawn)
0.3 | CCC1CCCCN1CC(=O)c1c(C)[nH]c2cc(C)ccc12 (stereo not drawn)
-4.3 | O=C(NCC1COc2ccccc2O1)c1cccc(S(=O)(=O)N2CCCCC2)c1 (stereo not drawn)
2.9 | O=C(COC(=O)c1cccc(-n2cnnn2)c1)c1ccccc1
-0.9 | Clc1ccc(/C(Cc2nc3ccccc3[nH]2)=N\Nc2ccccc2)cc1
0.8 | NC(=O)COc1ccc(-n2cnnn2)cc1
-1.8 | COc1ccc(CNCc2c(C(=O)N(C)C)nc3ccc(Cl)cn23)c(OC)c1
3.3 | CCCN(CCC)C(=O)Cn1c(=O)n(CCCCC(=O)NC2CCCC2)c(=O)c2ccccc21
-0.8 | O=Cc1cn(CCOc2ccccc2)c2ccccc12
0.0 | CC(C)C(=O)Nc1nnc(CCc2nnc(NC(=O)C(C)C)s2)s1
0.3 | C[C@H](CO)N1C[C@H](C)[C@@H](CN(C)C(=O)C2CC2)OCc2cnnn2CCCC1=O
1.1 | COc1ccccc1-n1c(=O)c2c3c(sc2n2c(SC)nnc12)CCC3
-2.0 | COc1cc(C(=O)N2C(=O)CCC2=O)cc(OC)c1OC
4.0 | COc1ccc2[nH]c3c(c2c1)CCN1C(=O)N([C@@H](C)C(=O)NCc2ccco2)C(=O)[C@]31C
-2.8 | CC(C)c1nc2sc3ccccc3c(=O)c2c(=O)n1Cc1ccccc1
-0.9 | CCOC(=O)[C@@]12CCC3=C1N(CCC3)C(=O)[C@H](CC(=O)N1CCOCC1)C2
-0.4 | COC(=O)c1cccc(N2C(=O)C[C@](Sc3ccc(C)cc3)(C(=O)OC)[C@H]2c2ccccc2)c1

# Looked up above.
# Entry of `COc1cc(C(=O)N2C(=O)CCC2=O)cc(OC)c1OC` in TTR transcr act: -2.0
# Entry of `COc1ccc2[nH]c3c(c2c1)CCN1C(=O)N([C@@H](C)C(=O)NCc2ccco2)C(=O)[C@]31C` in TTR transcr act: 4.0
# Entry of `CCCN(CCC)C(=O)Cn1c(=O)n(CCCCC(=O)NC2CCCC2)c(=O)c2ccccc21` in TTR transcr act: 3.3
# Entry of `COC(=O)c1cccc(N2C(=O)C[C@](Sc3ccc(C)cc3)(C(=O)OC)[C@H]2c2ccccc2)c1` in TTR transcr act: -0.4

# Additional records follow:
TTR transcr act | Compound
-1.5 | O=C(CCc1nc2ccccc2c(=O)[nH]1)OCc1ccccc1F
-2.0 | O=c1ccn(CCCBr)c(=O)[nH]1
-4.0 | C=CCNC(=O)c1ccc2nc(-c3ccccc3)c(-c3ccccc3)nc2c1
1.6 | NC(=Nc1ccc(Cl)cc1)c1ccccc1
-0.4 | CCCC(=O)N1CCC1(C)C(=O)NS(=O)(=O)c1cccc(Cl)c1 (stereo not drawn)
-0.3 | COC(=O)CN(c1ccccc1C)S(C)(=O)=O
0.6 | O=c1cc(-c2ccco2)oc2ccc(Cl)cc12
1.5 | CC(C)n1nc(C(=O)NCCc2ccc(S(N)(=O)=O)cc2)c2ccccc2c1=O
-0.5 | O=C1c2ccccc2N[C@@H]2C=CC[C@@H]2N1O
-0.4 | O=[N+]([O-])c1ccc(CN2CC(N3CCC(Cc4ccccc4)CC3)CS2(=O)=O)cc1 (stereo not drawn)
-0.2 | O=C(N/C(=C\c1ccco1)C(=O)N1CCCC1)c1cccs1
3.8 | CC1=Nc2ccccc2N=C(NC(=O)CSC(=S)N2CCCCC2)C1c1ccccc1 (stereo not drawn)
-1.1 | CC(C(=O)NCCSCc1cccc(Cl)c1)N(c1ccccc1)S(C)(=O)=O (stereo not drawn)
-0.5 | CCCCOc1ccc(C(=O)NCC(=O)N2CCN(C(=O)c3ccco3)CC2)cc1
4.1 | COc1ccc(C2=CC(=O)CCC2)cc1
1.0 | CC1(C)C(N(O)C(=O)Nc2ccccc2)N(c2cccc(Cl)c2)C(=O)N1O (stereo not drawn)
-1.1 | Cc1ccc(-c2noc(C3CCCN(C(=O)c4cccc(F)c4)C3)n2)cc1 (stereo not drawn)
2.9 | O=C(CCc1nc2ccccc2c(=O)[nH]1)Nc1ccc(F)cc1
-0.2 | O=C(CNC1=NCCC1)c1ccc2c(c1)OCCO2
-0.9 | O=C1CCCCC1Nc1ccc(Cl)cc1 (stereo not drawn)
0.1 | Cc1occc1C(=O)N1CCCC(Nc2ccc(F)c(F)c2)C1 (stereo not drawn)
1.9 | C=CCn1c(SCc2ccc(C#N)cc2)nnc1-c1ccccc1
0.2 | O=C(NCCc1c[nH]c2ccccc12)c1cc2sccc2n1Cc1ccccc1
-0.9 | Cc1cc(C(=O)COC(=O)C2CC2)c(C)n1-c1ccc(F)cc1
102* | COc1ccc(C2CC(=O)C3=C(C2)Nc2ccccc2N(C(=O)CCC(=O)O)C3c2ccc(F)cc2)cc1 (stereo not drawn)
-1.7 | O=C(CCl)NCc1cc(-c2ccc(Cl)cc2)no1
2.0 | COc1ccc(C2C(C#N)=C(N)OC3=C2C(=O)CC(C)(C)C3)cc1 (stereo not drawn)
3.8 | COc1cccc(CNS(=O)(=O)c2cc(Br)ccc2Br)c1OC
1.5 | Cc1ccc(-n2cc(C(=O)c3ccc(F)cc3)nn2)cc1Cl
-1.7 | CC(C)c1ccc(CNn2cnnc2)cc1
-1.3 | Cc1nc2ccccc2c(=O)n1/N=C/c1ccco1
-0.7 | CCN(C(=O)c1cccc(S(=O)(=O)N2CCCCC2)c1)C1CCS(=O)(=O)C1 (stereo not drawn)
7.7 | COc1ccc(S(=O)(=O)Nc2c(C(=O)O)[nH]c3ccccc23)cc1
0.2 | CCSc1oc(-c2ccco2)nc1S(=O)(=O)c1ccc(C)cc1
-3.0 | O=C(COC(=O)C1CCN(S(=O)(=O)c2cccc3cccnc23)CC1)c1ccc([N+](=O)[O-])cc1
